# AI-2 QS modul – Vibrio harveyi AI-2 quorum sensing modulators, primary screen, JMH597 strain, luminescence/OD600 ratio; Vibrio harveyi JMH597 AI-2 luminescence/OD600 ratio, 9 h; active compounds read low; strain lacks LuxN and CqsS sensors; 0 = neutral-control median; activity change, % at 7.5 µM; 300,000 compounds, 0.4% hits; AID 2094, 2009; in the data active = activity change below about -75%, passing the limit was not always enough; inconclusive = no clear call, values can overlap the other calls;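 note: luminescence divided by OD600 gain over 9 h not by final OD600 alone; inactives centre near 13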
# PolyA inhibitor – polyadenylation inhibitors in yeast reporter cells, primary screen, luminescence, S. cerevisiae; S. cerevisiae SKY197-pL101 polyadenylation reporter, beta-gal luminescence; efflux-impaired pdr1/pdr3 knockout yeast; score 100 = 6 SD above DMSO; calls only at 12 µM; 300,000 compounds, 0.02% hits;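 active = lowest replicate activity score at least 50, where 100 means six control SD above control mean; inconclusive = lowest score under 50 but half or more replicates reach 50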;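 note: yeast exposed to compound for 9 h at 30 °C; higher score means more reporter readthrough which indicates perturbed polyadenylation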
# HDAC3 inhib – HDAC3 deacetylase inhibitors, primary screen, biochemical, fluorescence, cell-free homogeneous; Histone deacetylase 3 (Homo sapiens), O15379; recombinant HDAC3, fluorogenic peptide/trypsin coupled; inhibition, % at 8.3 µM; 320,000 compounds, 0.15% hits; AID 2718, 2010; in the data active = inhibition above about 26%, passing the limit was not always enough; inconclusive = no clear call, values can overlap the other calls
# Target sequence (O15379 whole entry, looked up): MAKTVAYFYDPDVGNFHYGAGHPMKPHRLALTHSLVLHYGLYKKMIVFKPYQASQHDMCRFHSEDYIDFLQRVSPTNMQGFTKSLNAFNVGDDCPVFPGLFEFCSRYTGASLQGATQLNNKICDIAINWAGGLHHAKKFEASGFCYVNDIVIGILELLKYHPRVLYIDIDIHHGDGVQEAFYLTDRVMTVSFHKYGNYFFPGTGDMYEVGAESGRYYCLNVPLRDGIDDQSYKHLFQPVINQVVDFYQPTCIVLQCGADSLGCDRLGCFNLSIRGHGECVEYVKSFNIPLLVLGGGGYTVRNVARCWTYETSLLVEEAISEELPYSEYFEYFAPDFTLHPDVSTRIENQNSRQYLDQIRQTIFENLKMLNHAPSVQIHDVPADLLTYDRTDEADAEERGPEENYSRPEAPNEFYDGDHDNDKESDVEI
# HSP90 inh – HSP90 inhibitors, primary screen, cell lysate, luminescence; Rabbit reticulocyte lysate, luciferase refolding luminescence, 3 h; inhibition, % at 5.6 µM; 290,000 compounds, 0.91% hits; AID 1789, 2009;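 active = inhibition above the screen-wide mean plus 3 SD, computed separately per campaign, cut at about 16% in these data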;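 note: 0% = DMSO wells and 100% = 60 µM geldanamycin wells; inhibitors lower the luminescence because luciferase stays unfolded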
# GSK3A inh – blockers of GSK3A enzyme activity – biochemical, luminescence, cell-free homogeneous, HTS, primary screen; Glycogen synthase kinase-3 alpha (Homo sapiens), P49840; GSK-3 alpha kinase, ADP-Glo luminescence, 60 min; 320,000 compounds, 0.1% hits; inhibition, % at 10 µM;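 in the data active = inhibition above about 50%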;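 note: GST-tagged GSK-3 alpha with peptide substrate and 25 µM ATP; 0% = DMSO neutral wells and 100% = GW8510 positive control wells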
# Platelet DG rel – inhibitors of platelet dense granule secretion, primary screen, cell-based, MLPCN, human platelets; human platelet-rich plasma, SFLLRN dense granule ATP release, luminescence; inhibition, %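 (compounds screened at 7.5 µM in platelet-rich plasma)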; 300,000 compounds, 0.22% hits; AID 1663, 2009;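 active = mean replicate score, as percent of positive control, at or above 50; inconclusive = mean below 50 but at least one replicate at or above 50; inactive = mean and every replicate below 50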
# HSF1 inh – HSF1 inhibitors in luciferase reporter cells, primary screen, cell-based, NIH3T3, luminescence; AID 2098, 2009; activity change, negative = inhibition, % at 7.5 µM (by protocol); NIH3T3-HGL HSE-luciferase, MG132-induced, luminescence 8 h; active compounds read low; 300,000 compounds, 0.77% hits;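 active = more than half of replicate wells show activity change below -50%, luminescence cut by over half; inconclusive = some wells, but at most half, below -50%; inactive = no replicate well below -50%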;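 note: luciferase reports HSF-1 transcriptional activity via heat shock element; 0% = median of DMSO wells and -100% = zero luminescence signal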
# GSK3B inh – human GSK3beta kinase inhibitors, primary screen, biochemical, cell-free homogeneous, HTS; Glycogen synthase kinase-3 beta (Homo sapiens), P49841; GST-GSK3beta kinase, ADP-Glo luminescence, 60 min; active compounds read low; activity score (negative = inhibition), % at 10 µM; 300,000 compounds, 0.038% hits;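 active = more than half of replicate wells score below -50%, meaning over 50% inhibition versus plate controls; inconclusive = some replicates but at most half score below -50%; inactive = no replicate scores below -50%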;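 note: 0% = median DMSO wells and -100% = median GW8510 positive control wells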
# Target sequence (P49841 whole entry, looked up): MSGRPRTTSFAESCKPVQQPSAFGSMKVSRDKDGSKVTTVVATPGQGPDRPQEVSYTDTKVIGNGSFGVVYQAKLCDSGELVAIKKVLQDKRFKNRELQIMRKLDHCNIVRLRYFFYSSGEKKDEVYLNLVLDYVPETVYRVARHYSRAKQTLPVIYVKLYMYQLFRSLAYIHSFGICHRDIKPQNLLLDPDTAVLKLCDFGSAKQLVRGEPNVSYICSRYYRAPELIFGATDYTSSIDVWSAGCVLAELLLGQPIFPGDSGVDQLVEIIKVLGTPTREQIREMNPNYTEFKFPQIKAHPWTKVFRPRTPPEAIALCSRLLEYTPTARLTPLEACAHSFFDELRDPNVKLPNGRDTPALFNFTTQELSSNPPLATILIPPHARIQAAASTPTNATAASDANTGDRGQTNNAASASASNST
#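 Test system: GST-fused GSK3beta enzyme, cell-free | Quantity: 1.6 ng GST-GSK3beta enzyme per well | Reagent: 25 µM ATP with peptide substrate | Schedule: 60 min enzyme reaction, room temperature | Signal: Luminescent ADP-Glo measurement of ADP formed | Read-out basis: Score relative to plate controls | Control set: DMSO and 20 µM GW8510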
# HSF-1 act – HSF-1 activators, primary screen, NIH3T3-HGL cells, MG132 stress, luminescence, single point; NIH3T3-HGL HSF-1 luciferase reporter, 8 h; 100% = twice DMSO control signal; activation, % at 9 µM; 300,000 compounds, 1.7% hits;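 active = mean replicate activation of at least 50% with a set share of replicates each reaching 50%; inconclusive = only one of those two conditions met; inactive = mean below 50% and too few replicates reaching it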;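 note: 0% = median of the neutral control wells and 100% = twice that signal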
# DYRK1A inh – rat Dyrk1A kinase inhibitors, primary screen, biochemical, single point, plate reader; ADP-Glo luminescence, NFATc1 peptide; 310,000 compounds, 0.43% hits; inhibition, % at 12.5 µM; Dual specificity tyrosine-phosphorylation-regulated kinase 1A (Rattus norvegicus), Q63470; in the data active = inhibition above about 50%;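 note: plate controls were vehicle with enzyme for no effect and no enzyme for full effect; many of its hits are not listed in these tables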
# Starred values were filed as active, the others as inactive; i = inactive; ? = inconclusive; . = not tested or not shown. This is a subset; the hit share may differ from the screen's.
SMILES,AI-2 QS modul,PolyA inhibitor,HDAC3 inhib,HSP90 inh,GSK3A inh,Platelet DG rel,HSF1 inh,GSK3B inh,HSF-1 act,DYRK1A inh
CCCc1cc(=O)[nH]c(SCC(=O)Nc2ccc(OC(F)F)cc2)n1,11,i,?,-1,-1,1,-6,1,5,9
O=C(Nc1cc([N+](=O)[O-])ccc1F)C1CC1,17,i,1,3,-1,3,-11,1,-3,.
C=CCNC(=S)NC1CC(C)(C)NC(C)(C)C1,8,i,-4,2,-4,4,-9,-3,-1,-6
CCc1ccc(-c2cc(C)no2)cc1S(=O)(=O)N1CCN(c2ccc(OC)cc2)CC1,7,i,5,3,-1,-2,27,0,15,-3
CN1C(C(=O)NCc2ccc(OC(F)(F)F)cc2)CC2Cn3c(nc4ccccc43)C21 (stereo not given),-5,i,3,.,-1,0,-1,5,-21,16
Cc1ccc(-c2nc3ncccc3o2)cc1NC(=S)NC(=O)c1ccco1,10,i,0,1,0,5,-15,-4,-30,0
Cc1cc(N2CCOCC2)n2ncc(-c3ccccc3Cl)c2n1,11,i,3,-4,-5,4,15,-2,29,6
CCC(C)(C)NC(=O)c1ccc2c(c1)OCCO2,64,i,-4,0,0,2,5,1,23,.
Cc1ccc(S(=O)(=O)N2CCN(Cc3cccc(F)c3)CC2)cc1,52,i,0,.,-3,-7,3,-1,-5,-10
Cc1cc(C)cc(N(CC(=O)NC2CCCCC2)C(=O)CNC(=O)c2ccco2)c1,21,i,1,-3,-1,3,-5,2,-17,0
CN(C)S(=O)(=O)c1ccc(Cl)c(-c2nnc3n2CCCCC3)c1,14,i,-4,0,2,-1,-4,-1,8,-8
CC(C)(C)OC(=O)N1CCCN(C(=O)Nc2ccccc2)CC1,20,i,7,3,1,14,-3,0,1,.
O=C(O)C(Oc1ccc2c(c1)oc(=O)c1ccccc12)c1ccccc1 (stereo not given),-4,i,-37,1,0,-8,0,3,15,-2
O=C(Nc1ccc(Cl)cc1)Nc1nc(-c2ccccc2)cs1,14,i,-2,3,-2,2,1,0,14,15
COc1ccccc1N(CN1CCCC1=O)C(=O)c1c(F)cccc1Cl,10,i,-1,-1,-1,-17,-1,0,-5,3
O=C(c1cc(C2CC2)nc2ccc(Br)cc12)N1N=C(C(F)F)CC1(O)C(F)F (stereo not given),-3,i,4,-2,-2,7,-9,3,9,3
COc1ccc(-c2nc(NC(=O)c3ccccc3)sc2-c2ccc([N+](=O)[O-])cc2)cc1,5,i,2,-2,-1,5,1,-3,9,0
O=C(COC(=O)c1ccc[nH]c1=O)NCC1CCCO1 (stereo not given),-1,i,4,1,-1,2,3,3,29,-4
C/C(=N\NC(=O)COc1ccc(C(C)(C)C)cc1)c1ccc(OC(F)F)cc1,24,i,.,-3,.,15,-3,1,-12,-6
C(=N/n1c2ccccc2c2ccccc21)/c1ccco1,5,.,2,1,-3,15,1,4,-2,0
Cc1[nH]c2ccc(Br)cc2c(=O)c1CN1CCOCC1,13,i,-1,2,0,-4,-4,2,-6,-26
Cc1ccc(CS(=O)(=O)Cc2ccc(C(=O)NCCCN3CCOCC3)o2)cc1,7,i,6,-1,0,-1,-9,0,-4,7
CC(C)CCOCC(=O)Nc1cccc(C(=O)O)c1,9,i,4,14,0,-5,-2,-7,-1,1
CN(C)c1ccc(P(=O)(Nc2ccccc2)N2CCOCC2)c(NC(=O)c2cccs2)c1 (stereo not given),18,i,9,0,1,-41,-2,4,-4,-4

# Part of the list above with just GSK3A inh and GSK3B inh.
SMILES	GSK3A inh	GSK3B inh
CC(C)CCOCC(=O)Nc1cccc(C(=O)O)c1	0	-7
O=C(O)C(Oc1ccc2c(c1)oc(=O)c1ccccc12)c1ccccc1 (stereo not given)	0	3

# Continuation:
SMILES,AI-2 QS modul,PolyA inhibitor,HDAC3 inhib,HSP90 inh,GSK3A inh,Platelet DG rel,HSF1 inh,GSK3B inh,HSF-1 act,DYRK1A inh
COC(=O)c1nn(-c2ccc(OC)cc2)c(=O)cc1Oc1ccccc1,36,i,7,-1,-6,1,-7,0,7,-2
COc1ccc(OC)c(NC(=O)CCNS(=O)(=O)c2cccc3nsnc23)c1,11,i,-4,-1,0,1,0,-2,-5,-4
O=S(=O)(c1cccc(-c2nc3n(n2)Cc2ccccc2-3)c1)N1CCCCC1,2,i,-5,-2,4,-3,-5,2,0,3
Cc1nn(C)cc1CN(C)C(=O)CC12CC3CC(CC(C3)C1)C2,1,i,-2,-7,-3,4,1,0,2,-6
Cc1ccc(-c2cc(C(=O)NCc3ccccn3)c3ccccc3n2)cc1C,9,i,-7,1,-2,33,32,6,39,-1
O=C(CC1(O)C(=O)N(Cc2ccccc2)c2ccccc21)c1ccc2c(c1)OCO2 (stereo not given),4,i,-1,-3,2,3,-13,6,6,7
COC(=O)c1ccc(C2/C(=C(/O)c3ccc4c(c3)CC(C)O4)C(=O)C(=O)N2CCN2CCOCC2)cc1 (stereo not given),3,i,-1,2,-3,-5,1,1,-2,-4
CN(Cc1nccn1C)C(=O)CC1C(=O)NCCN1Cc1cccc(Oc2ccccc2)c1 (stereo not given),8,i,0,-3,1,6,-6,-1,13,1
O=C(Cc1ccccc1)NC(NC(=O)Cc1ccccc1)c1cccc([N+](=O)[O-])c1,20,i,-2,2,1,-1,-5,0,-7,3
O=S(=O)(NC1CCc2ccccc21)c1ccc(S(=O)(=O)N2CCCC2)cc1 (stereo not given),29,i,3,0,-2,2,6,0,-6,-8
CN1CCN(C(=O)C2(NC(=O)NCc3ccccc3)CCCCC2)CC1,18,i,5,2,-2,-30,-4,-4,-15,-1
CCCCCCCC(=O)N1CCN(c2cc3c(cc2F)c(=O)c(C(=O)O)cn3CC)CC1,80,i,-7,-1,-4,-6,-6,-4,-10,1
Nc1nnnn1/N=C/c1ccccn1,18,i,3,4,-2,-7,0,1,1,2
CCCN(CC(=O)Nc1ccccc1C)C(=O)c1ccc(N2CCCCC2)c([N+](=O)[O-])c1,23,i,-2,.,4,8,0,1,17,-6
COc1ccc(-c2cc(C(=O)Nc3ccc(OC)cc3OC)no2)cc1,24,i,3,2,-1,-11,1,1,-21,-6
COC(=O)CCN(C1CCCCC1)S(=O)(=O)c1ccc(S(=O)(=O)N2CCCCC2)cc1,15,i,1,0,0,-3,-7,1,-1,9
CCN(CC)C(=O)CN1C(=O)C2CC=C(Cl)CC2C1=O (stereo not given),9,i,2,0,-1,-13,-1,3,-3,-2
COc1ccc(NC(=O)CCC2CCCCC2)cc1S(=O)(=O)N1CCCCC1,18,i,5,2,-3,-4,3,3,3,-1
O=C(CN1C(=O)COc2ccccc21)N(Cc1ccccc1)Cc1ccccn1,26,i,-2,-1,-2,-1,-11,6,-1,-3
COc1ccc(NC(=O)CSCC(=O)Nc2ccccc2N2CCCCC2)cc1,-18,i,1,.,-2,-19,-3,-3,7,1
CC(C)CNC(=O)COC(=O)c1ccccc1OCC(=O)Nc1ccc(Br)cc1,17,i,7,2,-3,-4,-4,1,-6,-5
CC(C)C(c1nnnn1C1CCCC1)N(C)C1CCCCC1 (stereo not given),16,i,-8,7,-4,8,-4,5,2,-3
O=C(N/N=C/C=N/NC(=O)c1ccco1)c1ccco1,18,i,0,0,0,-8,4,2,18,-3
CC1(C)CC(=O)C2=C(C1)c1c(ccc3ccccc13)NC2c1cc([N+](=O)[O-])cc([N+](=O)[O-])c1O (stereo not given),59,i,11,1,-8,3,8,5,8,-4
O=C1CCC(C(=O)N2CCC(CCO)CC2)CN1Cc1ccc(Cl)cc1 (stereo not given),11,i,-4,-4,-4,1,-4,3,14,-2
O=C(Nc1ccccc1Cl)c1ccc2ccccc2c1,2,i,8,1,1,-4,2,-1,-3,6
COC(=O)c1cc(OC(=O)c2ccc(=O)[nH]c2)cc(C(=O)OC)c1,56,i,-14,5,1,0,0,0,5,-1
O=C(CSc1nc(-c2ccccc2)cc(=O)[nH]1)Nc1ccccc1F,23,i,2,4,-2,9,1,0,18,-2
O=C(c1ccc(Sc2ccc(F)cc2)c([N+](=O)[O-])c1)N1CCOCC1,52,i,-1,-2,-1,5,-4,-2,-3,.
O=C(CN1CCN(c2ccccc2F)CC1)N1N=CCC1c1ccccc1 (stereo not given),15,i,2,5,.,3,-6,-1,-8,4
Fc1ccc(/C=N/Nc2nccnc2Cl)cc1,19,i,14,2,3,7,19,-2,26,6
O=C(CSc1nc(C2CCCCC2)nc2ccccc12)NCc1ccc2c(c1)OCO2,16,i,4,2,3,5,9,-4,8,-3
CN(C)C(=O)c1cn(-c2ccccc2)nc1-c1cccs1,16,i,4,1,-2,5,-5,1,-5,0
c1csc(-c2noc(CN3CCc4sccc4C3)n2)c1,26,i,1,1,0,5,19,1,9,-4
CN(C)c1ccc(CNn2cnnc2SCc2ccc(F)cc2)cc1,18,i,7,4,0,-8,2,2,11,-2
COCCNc1nc(-c2cc3ccccc3o2)cs1,8,i,11,7,1,1,14,-4,56*,0
O=C(CCN1CCN(c2ccccc2F)CC1)Nc1cccc(F)c1,13,i,3,-3,-24,2,3,-1,-17,-1
Cc1ccc(NCC(O)C(O)C(O)CO)cc1C (stereo not given),13,i,-3,2,1,3,-28,-1,-38,2
Cc1cc(C)n(C(=O)c2ccc([N+](=O)[O-])cc2[N+](=O)[O-])n1,26,i,.,0,-2,2,0,0,-6,1
CCN(CC)c1ccc(-c2nnc(SCC(=O)Nc3ccccc3C#N)n2-c2ccccc2)cc1,6,i,13,2,.,9,6,-1,18,5
CCCCCC1CC1C(=O)N/N=C/c1ccc(N(C)C)cc1 (stereo not given),1,i,-1,1,0,0,1,0,6,3
O=C(O)C1CC(=O)N(Cc2ccc3c(c2)OCO3)C1 (stereo not given),14,i,0,0,-2,4,3,1,18,-1
Cc1cc(C(=O)N/N=C/c2c(C)[nH]n(-c3ccccc3)c2=O)n[nH]1,-3,i,2,2,-2,-1,8,0,9,3
O=C(CN1C(=O)CNC1=O)Nc1cccc(C(F)(F)F)c1,22,i,4,1,3,-3,1,0,9,1
